Screening results deposited in PubChem BioAssay by Broad Institute.
BioA inh: inhibitors of Mycobacterium tuberculosis BioA enzyme. AID 602481. actives 0.096% (n = 360,000). inhibition, % at 9.99 µM. purified M. tuberculosis BioA enzyme, plate reader; in the data active = inhibition above about 40%
Starred values were filed as active, the others as inactive. The list is partial. The share of hits here may be higher or lower than overall.

structure | BioA inh
C[C@@H]1CCCCO[C@@H](CN(C)C(=O)Nc2ccccc2)[C@@H](C)CN([C@H](C)CO)C(=O)c2cc(NS(=O)(=O)c3cn(C)cn3)ccc2O1 | -1.3
C[C@@H]1CN([C@H](C)CO)C(=O)c2cccc(NC(=O)C3CCOCC3)c2O[C@@H]1CN(C)C | -0.1
CCCNC(=O)N[C@H]1CC[C@H](CC(=O)NC2CCCCC2)O[C@H]1CO | -2.5
O=S(=O)(c1ccc(F)cc1)N1CC[C@@H]2[C@@H](CO)Nc3ccc(-c4ccc(F)cc4)cc3[C@@H]21 | -0.7
C[C@H](CO)N1C[C@H](C)[C@@H](CN(C)C(=O)CCC(F)(F)F)OCCCC[C@H](C)Oc2ccc(NS(C)(=O)=O)cc2C1=O | -1.4
CO[C@H]1CN(C)C(=O)c2cc(NC(=O)NC3CCCCC3)ccc2OC[C@H](C)NC[C@@H]1C | -2.4
O=C(C[C@H]1C[C@H]2c3cc(NC(=O)CC4CC4)ccc3O[C@H]2[C@@H](CO)O1)NCc1cc(F)ccc1F | -0.7
CC(C)NC(=O)N[C@@H]1CC[C@@H](CC(=O)NCCCN(C)C)O[C@H]1CO | -0.5
CN1C(=O)c2cc(NC(=O)C3CCOCC3)ccc2OC[C@@H]2O[C@@H](CC(=O)NCC3CC3)CC[C@@H]21 | -1.4
CNC[C@H]1Oc2ccc(NS(=O)(=O)c3ccccc3)cc2CC(=O)N([C@@H](C)CO)C[C@@H]1C | 0.3

Quoted from the listing.
CO[C@H]1CN(C)C(=O)c2cc(NC(=O)NC3CCCCC3)ccc2OC[C@H](C)NC[C@@H]1C in BioA inh → -2.4
CN1C(=O)c2cc(NC(=O)C3CCOCC3)ccc2OC[C@@H]2O[C@@H](CC(=O)NCC3CC3)CC[C@@H]21 in BioA inh → -1.4

Continued.
structure | BioA inh
C[C@H]1CN([C@@H](C)CO)C(=O)Cc2cc(N(C)C)ccc2O[C@@H]1CN(C)C | -0.9
CCCNC(=O)Nc1ccc2c(c1)OC[C@H](C)N(Cc1ccccc1)C[C@H](C)[C@H](OC)CN(C)C2=O | 7.5
COCC(=O)Nc1ccc2c(c1)OC[C@@H](C)N(Cc1cccc(F)c1)C[C@H](C)[C@@H](OC)CN(C)C2=O | 0.2
C[C@@H]1CCCCO[C@@H](CN(C)C(=O)NC2CCCCC2)[C@@H](C)CN([C@@H](C)CO)C(=O)c2cc(NC(=O)CCCN(C)C)ccc2O1 | -3.0
C[C@H](CO)N1C[C@H](C)[C@@H](CN(C)C(=O)Nc2ccc(C(F)(F)F)cc2)Oc2ncc(-c3cccnc3)cc2C1=O | 0.1
C[C@H](CO)N1C[C@H](C)[C@H](CN(C)Cc2ccc(C(F)(F)F)cc2)Oc2ccc(NC(=O)Nc3cccc4ccccc34)cc2C1=O | -2.4
CCNC(=O)C[C@H]1CC[C@@H]2[C@@H](COc3ccc(NC(=O)c4cccc(C(F)(F)F)c4)cc3C(=O)N2C)O1 | -3.2
O=C(C[C@@H]1C[C@@H]2c3cc(NC(=O)NC4CCCC4)ccc3O[C@@H]2[C@H](CO)O1)NCc1ccc2c(c1)OCO2 | -2.3
O=C(C[C@H]1CC[C@@H]2[C@H](COC[C@H](O)CN2C(=O)c2ccccc2)O1)Nc1nccs1 | -0.3
C[C@@H](NC(=O)C[C@@H]1CC[C@H]2[C@@H](COC[C@H](O)CN2C(=O)Nc2ccccc2)O1)c1ccccc1 | 0.3
O=C(C[C@@H]1C[C@H]2c3cc(NS(=O)(=O)c4ccc(F)cc4)ccc3O[C@H]2[C@@H](CO)O1)NCCc1ccccc1 | 0.8
COc1ccc(NC(=O)Nc2ccc3c(c2)C(=O)N([C@@H](C)CO)C[C@@H](C)[C@@H](CN(C)Cc2ccc(C(=O)Nc4ccccc4N)cc2)O3)cc1 | -1.8
CO[C@H]1CN(C)C(=O)c2cc(NC(=O)Nc3ccccc3)ccc2OC[C@H](C)N(C(=O)Nc2c(C)noc2C)C[C@H]1C | -3.0
CC(C)C#Cc1cnc2c(c1)C(=O)N([C@@H](C)CO)C[C@H](C)[C@@H](CN(C)C(=O)CN1CCOCC1)O2 | -2.2
COc1cccc(CNC(=O)C[C@@H]2CC[C@H](NS(=O)(=O)c3ccccc3OC)[C@@H](CO)O2)c1 | 0.4
COCCOC(=O)N1C(=O)[C@@]2(c3cc(C#Cc4ccc(OC)cc4)ccc31)[C@H](c1ccc(OCCO)cc1)N1[C@H](c3ccccc3)[C@H](c3ccccc3)OC(=O)[C@H]1[C@@H]2C(=O)N1CCN(c2ncccn2)CC1 | -0.4
O=C(C[C@H]1C=C[C@@H](NS(=O)(=O)c2ccc(F)cc2)[C@@H](CO)O1)NCc1ccncn1 | 0.1
C[C@H](CO)N1C[C@H](C)[C@H](CN(C)S(=O)(=O)c2cccs2)Oc2ccc(NS(=O)(=O)c3ccc(F)cc3)cc2CC1=O | 2.1
C[C@@H]1CCCCO[C@@H](CN(C)C(=O)Nc2ccc(C(F)(F)F)cc2)[C@@H](C)CN([C@H](C)CO)C(=O)c2cc(NC(=O)Cc3ccccc3)ccc2O1 | -2.2
COc1ccc(CN(C)C[C@@H]2OCCCC[C@H](C)Oc3ccc(NC(=O)Nc4c(C)noc4C)cc3C(=O)N([C@@H](C)CO)C[C@H]2C)cc1 | -1.4
C[C@H]1CN([C@@H](C)CO)C(=O)c2ccccc2-c2ccccc2CO[C@H]1CN(C)S(=O)(=O)c1ccc(F)cc1 | -0.6
CN(C)CCCNC(=O)C[C@H]1C=C[C@H](NS(=O)(=O)c2ccccc2)[C@H](CO)O1 | 4.6
O=C(C[C@@H]1C[C@@H]2c3cc(NC(=O)c4cccnc4)ccc3O[C@@H]2[C@H](CO)O1)NCC1CC1 | 17
O=C(NCC[C@H]1CC[C@@H](NC(=O)C2CCOCC2)[C@@H](CO)O1)c1cc(Cl)cc(Cl)c1 | -0.4
CN1C(=O)c2cc(NC(=O)Cc3cccs3)ccc2OC[C@@H]2O[C@@H](CC(=O)NCCc3ccncc3)CC[C@H]21 | 0.3
CO[C@@H]1CN(C)C(=O)c2ccc(NC(=O)Nc3cc(F)ccc3F)cc2OC[C@@H](C)NC[C@H]1C | 2.0
CC(C)NC(=O)Nc1ccc2c(c1)C(=O)N([C@@H](C)CO)C[C@@H](C)[C@H](CN(C)C(=O)Nc1cccc3ccccc13)OCCCC[C@@H](C)O2 | -2.3
COc1ccc(S(=O)(=O)N(C)C[C@H]2Oc3ccc(NS(C)(=O)=O)cc3CC(=O)N([C@@H](C)CO)C[C@H]2C)cc1 | -1.4
O=C(C[C@H]1C=C[C@H](NC(=O)c2ccccc2)[C@H](CO)O1)NCCc1ccncc1 | 1.8
C[C@H]1CN([C@@H](C)CO)C(=O)Cc2cc(NC(=O)C3CC3)ccc2O[C@H]1CN(C)C(=O)Nc1ccc(F)cc1 | 3.6

Five neighbouring compounds out of the list so far, quoted:
structure | BioA inh
C[C@@H]1CCCCO[C@@H](CN(C)C(=O)Nc2ccccc2)[C@@H](C)CN([C@H](C)CO)C(=O)c2cc(NS(=O)(=O)c3cn(C)cn3)ccc2O1 | -1.3
C[C@@H]1CN([C@H](C)CO)C(=O)c2cccc(NC(=O)C3CCOCC3)c2O[C@@H]1CN(C)C | -0.1
CCCNC(=O)N[C@H]1CC[C@H](CC(=O)NC2CCCCC2)O[C@H]1CO | -2.5
O=S(=O)(c1ccc(F)cc1)N1CC[C@@H]2[C@@H](CO)Nc3ccc(-c4ccc(F)cc4)cc3[C@@H]21 | -0.7
C[C@H](CO)N1C[C@H](C)[C@@H](CN(C)C(=O)CCC(F)(F)F)OCCCC[C@H](C)Oc2ccc(NS(C)(=O)=O)cc2C1=O | -1.4

The results go on:
structure | BioA inh
CC(C)NC(=O)N(C)C[C@@H]1Oc2ccc(NS(=O)(=O)c3cccs3)cc2CC(=O)N([C@H](C)CO)C[C@@H]1C | 0.7
O=C(C[C@H]1C=C[C@@H](NC(=O)c2ccncc2)[C@H](CO)O1)Nc1ccc(-c2ccccc2)cc1 | -0.4
COc1ccccc1CNC(=O)C[C@H]1CC[C@@H]2[C@@H](COc3ccc(NC(=O)Nc4ccc(F)c(F)c4)cc3C(=O)N2C)O1 | 11
COCC(=O)N1CCCCN2[C@H](CO)[C@@H](c3ccc(-c4ccc(F)cc4)cc3)[C@@H]2C1 | -0.5
O=C(C1CC1)N1CCCCN2[C@H](CO)[C@H](c3ccc(C#CC4CCCC4)cc3)[C@@H]2C1 | -1.4
CO[C@@H]1CN(C)C(=O)c2ccc(NC(=O)C3CCCCC3)cc2OC[C@H](C)N(Cc2nccs2)C[C@@H]1C | -0.7
C[C@@H]1CCCCO[C@@H](CN(C)Cc2ccc3c(c2)OCO3)[C@H](C)CN([C@@H](C)CO)C(=O)c2cc(NC(=O)Nc3ccc(C(F)(F)F)cc3)ccc2O1 | -2.5
C[C@@H]1CN([C@H](C)CO)C(=O)c2cccc(NS(C)(=O)=O)c2O[C@@H]1CN(C)C(=O)Nc1ccc(F)cc1 | -2.4
C[C@@H]1CCCCO[C@H](CN(C)S(C)(=O)=O)[C@@H](C)CN([C@H](C)CO)C(=O)c2cc(NS(=O)(=O)c3ccccc3)ccc2O1 | -2.3
Cc1ccccc1-c1ccc2c(c1)O[C@H](CN(C)C(=O)Nc1ccccc1)[C@@H](C)CN([C@@H](C)CO)S2(=O)=O | 0.1
C[C@H]1CN([C@@H](C)CO)C(=O)c2cc(NC(=O)C3CCCCC3)ccc2O[C@H]1CN(C)C(=O)NC1CCCCC1 | -1.2
C[C@@H]1CCCCO[C@H](CN(C)C(=O)NC2CCCCC2)[C@@H](C)CN([C@H](C)CO)C(=O)c2cc(NC(=O)c3ccncc3)ccc2O1 | -0.5
CC(C)NC(=O)Nc1ccc2c(c1)CC(=O)N([C@H](C)CO)C[C@@H](C)[C@H](CN(C)C(=O)Nc1ccc(F)cc1)O2 | -2.5
C[C@H](CO)N1C[C@H](C)[C@@H](CN(C)C(=O)Nc2ccc(F)cc2)Oc2ccc(NC(=O)Nc3ccc(C(F)(F)F)cc3)cc2CC1=O | 0.2
C/C=C/c1cnc2c(c1)C(=O)N([C@H](C)CO)C[C@H](C)[C@@H](CN(C)S(=O)(=O)c1ccc(OC)cc1)O2 | 0.8
C[C@H]1CN([C@@H](C)CO)C(=O)c2cc(C3=CCCCC3)cnc2O[C@@H]1CN(C)C(=O)C1CCOCC1 | -3.8
C[C@@H]1CN([C@H](C)CO)C(=O)c2cccc(NS(=O)(=O)c3cn(C)cn3)c2O[C@H]1CN(C)S(=O)(=O)c1ccc(Cl)cc1 | 8.1
CO[C@@H]1CN(C)C(=O)c2cc(NS(=O)(=O)c3ccccc3)ccc2OC[C@@H](C)NC[C@@H]1C | -0.7
CCCC(=O)Nc1ccc2c(c1)OC[C@H](C)NC[C@@H](C)[C@H](OC)CN(C)C2=O | -1.0
O=S(=O)(NC1CCN(Cc2ccc(OCCO)cc2)CC1)c1cccc2cccnc12 | -1.0
CS(=O)(=O)Nc1ccc2c(c1)[C@H]1C[C@H](CC(=O)NCc3cccnc3)O[C@@H](CO)[C@H]1O2 | -0.9
CCCC(=O)Nc1ccc2c(c1)C(=O)N(C)[C@@H]1CC[C@@H](CC(=O)NCCN3CCCCC3)O[C@@H]1CO2 | -0.9
C[C@H]1CN([C@@H](C)CO)C(=O)c2cc(C#Cc3ccccn3)cnc2O[C@H]1CN(C)CC1CCOCC1 | -0.8
Cc1ccc(-c2cnc3c(c2)C(=O)N([C@@H](C)CO)C[C@@H](C)[C@H](CN(C)C(=O)Cc2cccnc2)O3)cc1 | 5.4
COc1ccc(CN(C)C[C@H]2Oc3ccc(NS(=O)(=O)c4ccc(F)cc4)cc3CC(=O)N([C@H](C)CO)C[C@H]2C)cc1 | 4.7
CCCNC(=O)C[C@@H]1C[C@H]2c3cc(NC(=O)Nc4ccc(OC)cc4)ccc3O[C@H]2[C@@H](CO)O1 | -1.0
C[C@H](CO)N1C[C@H](C)[C@H](CN(C)CC2CC2)Oc2cc(Br)ccc2S1(=O)=O | -0.4
O=C(C[C@@H]1CC[C@H]2[C@@H](COC[C@H](O)CN2Cc2ccc(C(F)(F)F)cc2)O1)N1CCc2ccccc2C1 | 0.0
CCN1[C@H](C(=O)N[C@@H](C)c2ccccc2)[C@@H](CO)[C@@H]2Cn3c(ccc(-c4cccc(F)c4)c3=O)[C@@H]21 | 1.7
O=S(=O)(c1ccccc1)N1CCCCN2[C@H](CO)[C@H](c3ccc(-c4ccccc4)cc3)[C@@H]2C1 | 2.4
CN1c2ccc(C3=CCCCC3)cc2[C@H]2[C@H](CCN2C(=O)NC2CCCCC2)[C@@H]1CO | 0.3
O=C(C[C@@H]1CC[C@H]2[C@@H](COC[C@@H](O)CN2Cc2ccccc2F)O1)N[C@@H]1CCN(Cc2ccccc2)C1 | -0.3
COc1cccc(-c2ccc3n(c2=O)C[C@@H]2[C@@H](CO)[C@H](C(=O)N4CCCCC4)N(C)[C@H]32)c1 | -2.3
CCNC(=O)C[C@@H]1CC[C@@H]2[C@H](COC[C@@H](O)CN2Cc2ccc(Cl)c(Cl)c2)O1 | 1.2
C[C@H]1CN([C@@H](C)CO)C(=O)c2cc(C3=CCCCC3)cnc2O[C@@H]1CN(C)Cc1ccccc1 | -0.6
CC(C)CC#Cc1cnc2c(c1)C(=O)N([C@@H](C)CO)C[C@@H](C)[C@@H](CN(C)Cc1ccccc1C(=O)O)O2 | 1.4
C[C@@H]1CN([C@H](C)CO)S(=O)(=O)c2ccc(C#C[C@@H](C)O)cc2O[C@H]1CN(C)Cc1ccccn1 | -0.3
O=C(CCN1CCCCC1)N[C@@H]1CC[C@H](CCNS(=O)(=O)c2ccc(Cl)cc2)O[C@H]1CO | 8.6
COc1ccccc1-c1ccc2c(c1)O[C@@H](CN(C)C(C)=O)[C@@H](C)CN([C@H](C)CO)S2(=O)=O | 1.2
